Compound activity (PubChem)
aDG glyco act – increases alpha dystroglycan glycosylation; 0.22% of 360,000 active; AID 624168; Pro5-aDG cells, alpha-DG glycosylation AlphaScreen (IIH6); 0% Pro5, 100% B10-LARGE cell signal; activation, % at 10 µM;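 active means activation of at least 8% versus controls, or a plate z-score of at least 8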;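 further: Pro5 are CHO cells carrying HIG-tagged alpha-DG that lacks glycosylation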
Exocytosis inh – lytic granule exocytosis inhibition | TALL-104 LAMP-1 surface exposure, flow cytometry; cells stimulated with thapsigargin and PMA | inhibition, % at 10 µM | 0.66% of 360,000 active;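 active means inhibition above about 55%, limit read from the data; inconclusive means no clear call, values can overlap the other calls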
N-glyco inh – N-linked glycosylation inhibition | reporter increase, % at 12.5 µM | 0.23% of 360,000 active | D54 ERlucT glycosylation luciferase reporter, 24 h; percent of 100 nM tunicamycin response;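 active means mean luciferase reporter signal, scaled so untreated is 0 and the glycosylation-blocking control 100, at or above a set limit in every replicate; inconclusive means mean reaches the limit but not every replicate does; inactive means mean below the limit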;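 further: luciferase carries N-glycosylation sites so blocking glycosylation raises the light; 0% = median of neutral control wells and 100% = median of 100 nM tunicamycin wells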
m5-HT2A agonist – activates the mouse 5-HT2A serotonin receptor | CHO-K1 mHTR2A beta-arrestin complementation, luminescence; percent of 30 µM serotonin response | activation, % at 7.6 µM | 0.66% of 360,000 active;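 active means activation above a run cutoff, the mean activation of all tested compounds plus 3 SD, cut at about 14% in these data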;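 further: 0% = plate median of compound wells and 100% = 30 µM serotonin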
Target sequence (P35363 whole entry, looked up): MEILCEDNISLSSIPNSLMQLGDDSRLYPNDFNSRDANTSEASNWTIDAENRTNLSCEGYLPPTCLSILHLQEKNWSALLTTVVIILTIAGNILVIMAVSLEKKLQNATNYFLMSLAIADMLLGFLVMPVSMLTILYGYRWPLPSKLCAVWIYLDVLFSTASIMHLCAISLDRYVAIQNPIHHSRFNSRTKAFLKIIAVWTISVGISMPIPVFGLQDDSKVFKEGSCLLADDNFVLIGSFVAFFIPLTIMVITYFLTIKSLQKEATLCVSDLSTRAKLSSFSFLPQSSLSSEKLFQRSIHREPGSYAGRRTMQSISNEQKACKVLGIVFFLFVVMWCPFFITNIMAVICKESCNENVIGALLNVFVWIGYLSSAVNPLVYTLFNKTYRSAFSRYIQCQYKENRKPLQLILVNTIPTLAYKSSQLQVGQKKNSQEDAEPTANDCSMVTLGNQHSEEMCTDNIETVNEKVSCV
H9c2 protect – myocardial damage modulation in H9c2 cells. H9c2 cardiomyocytes, H2O2 injury protection, ATPLite, 2 h. protection from H2O2 cell death, % at 20 µM. 0.63% of 360,000 active;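 active means compounds giving at least 50% protection of heart cells from peroxide-induced death in the single-dose screen, raw or plate-pattern-corrected value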;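 further: 0% = DMSO wells with peroxide and 100% = DMSO wells without peroxide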
Vif imaging – blocks HIV Vif function | HEK293T cells, Vif self-association by quenched fluorescence, imaging, 24 h | inhibition, % at 7.49 µM | 0.35% of 340,000 active | AID 602346; in the data active means inhibition above about 50%, passing the limit was not always enough; inconclusive means no clear call, values can overlap the other calls; inactive means below about 31%; further: some results filed as inactive read as strong as hits
hiPSC survival – enhancers of human iPSC single-cell survival; hiPSC single-cell survival, ATPlite luminescence; 100% = ROCK inhibitor wells, 0% = DMSO; survival enhancement, % at 20 µM; 0.044% of 360,000 active; in the data active means survival enhancement above about 18%;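 further: cells exposed to compounds for 16 hours before the ATP read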
PDI turbidity – inhibitors of human protein disulfide isomerase; P07237; PDI insulin aggregation turbidity, A650, 90 min; inhibition, % at 10 µM; 0.052% of 350,000 active; AID 588391;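 active means mean inhibition across replicates of 30% or more, whatever share of single replicates reach that level; inconclusive means mean inhibition below 30% while every single replicate reaches 30%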;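 further: absorbance from insulin aggregation driven by PDI reduction with DTT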
Target sequence (P07237 whole entry, looked up): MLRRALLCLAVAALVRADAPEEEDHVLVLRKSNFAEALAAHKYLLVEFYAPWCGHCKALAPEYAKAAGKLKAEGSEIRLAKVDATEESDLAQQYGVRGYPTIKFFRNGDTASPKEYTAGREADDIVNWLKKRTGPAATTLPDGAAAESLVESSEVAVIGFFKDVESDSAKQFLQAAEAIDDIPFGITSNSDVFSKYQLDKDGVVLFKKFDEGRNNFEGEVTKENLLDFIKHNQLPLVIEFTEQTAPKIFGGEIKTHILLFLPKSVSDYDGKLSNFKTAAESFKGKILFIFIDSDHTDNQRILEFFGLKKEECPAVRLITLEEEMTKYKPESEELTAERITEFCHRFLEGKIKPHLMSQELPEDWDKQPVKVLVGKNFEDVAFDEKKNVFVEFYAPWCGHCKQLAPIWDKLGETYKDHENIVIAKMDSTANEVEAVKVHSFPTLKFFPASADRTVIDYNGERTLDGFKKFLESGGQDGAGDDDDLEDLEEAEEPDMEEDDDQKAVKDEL
CaV13 FRET inh – Primary screen for inhibitors of IQ motif and Ca2+-dependent inactivation inhibitor domain binding in CACNA1D, Förster resonance energy transfer in living cells, … | AID 743397 | HEK cells, CFP/YFP FRET ICDI-IQ, plate reader, 10 min; percent FRET-ratio fall versus neutral wells | 0.098% of 340,000 active | inhibition, % at 12.3 µM;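 active means mean replicate inhibition of at least 30% and at least 1% of replicates passing that level; inconclusive means only one of the two criteria is met; inactive means neither criterion is met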;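 further: 0% = median of the neutral control wells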
ABCB6 inh 2 – blocks the human ABCB6 transporter. Q9NP58. 0.19% of 360,000 active. K562-ABCB6 porphyrin accumulation, flow cytometry, 1 h; stronger effect = lower value. AID 602162. fluorescence ratio to DMSO, % at 10 µM;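 active means fluorescence ratio to DMSO below 75%, the collection mean minus 3 SD; inconclusive means too few cells collected in the well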;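 further: signal is porphyrin accumulated inside mitochondria; 100% equals median channel fluorescence of DMSO control wells; lower ratio means ABCB6 inhibition with less porphyrin fluorescence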
Active calls of the source: *; ? = inconclusive; . = not tested or not shown.

SMILES	aDG glyco act	Exocytosis inh	N-glyco inh	m5-HT2A agonist	H9c2 protect	Vif imaging	hiPSC survival	PDI turbidity	CaV13 FRET inh	ABCB6 inh 2
CCOC(=O)C1CCCN(Cc2c(C(=O)N3CCCCC3)nc3c(C)cccn23)C1 (centres undefined)	-0.4	2	2	-1	12	-5	3.4	0	3	98
Cc1nc(N2CCCCC2)c2c(C)c(C(=O)Nc3ccc4c(c3)OCCO4)sc2n1	1.8	1	-6	-1	6	-3	0.0	10	-7	97
O=C(Nc1nccs1)C1CCN(S(=O)(=O)c2cnc[nH]2)CC1	-0.3	-1	1	3	3	.	-0.6	-4	.	89
Cc1noc(C(=O)NCC2CCCO2)c1Cl (centres undefined)	0.0	0	3	1	6	0	-0.5	11	-7	98
CCOc1ccc(C(=O)N[C@H](C(=O)Nc2ccccc2OC)C(C)C)cc1	0.4	10	1	-3	-1	1	0.6	-37	-2	100
COc1ccc(CCNC(=O)c2cccnc2Cl)cc1OC	0.0	12	2	4	3	1	-0.6	3	-4	101
O=C(CNC(=O)c1ccc(Br)o1)NCC1CCCO1 (centres undefined)	-0.2	-4	1	5	-4	1	3.5	12	.	97
O=c1cc(-c2ccccc2)nc(SCCOc2ccccc2Cl)[nH]1	0.3	-1	2	0	-2	2	-0.3	-3	-5	99
Cn1c2c(c(=O)n(C)c1=O)CN(CCc1ccccc1)CN2	0.0	-1	2	4	1	6	-1.1	4	-4	88
CCc1c(C(=O)NNC(=S)NC2CCCCC2)csc1C	0.0	-1	-1	3	12	-2	0.7	15	-2	98
COc1ccc(N(Cc2cc3cccc(C)c3[nH]c2=O)S(C)(=O)=O)cc1	0.0	0	4	4	4	5	-1.4	4	.	94
COc1ccc(NC(=O)c2ccc(-c3ccccc3C(F)(F)F)o2)cc1	-0.3	-6	1	-2	0	0	-1.5	1	-5	104
CCn1nc(C(=O)Nc2ccc(S(=O)(=O)Nc3ncccn3)cc2)c2ccccc2c1=O	-0.1	1	4	6	6	2	0.8	2	-2	97
COC(=O)[C@@]1(Cc2ccc(F)cc2)[C@H]2c3cc(C(=O)N4CCCC4)n(CCSCCO)c3C[C@H]2CN1C(=O)c1ccccc1	5.6*	-2	.	-1	.	.	-1.0	.	-7	98
CCCC(=O)Nc1nnc(S(=O)(=O)N(CC(C)C)c2ccccc2)s1	0.1	-12	-2	-5	-5	-9	0.5	-29	-3	90
O=C1c2ccccc2C(=O)N1CC1=CCS(=O)(=O)C1	-0.2	1	5	-2	3	6	-2.5	4	.	96
CN(C)S(=O)(=O)c1cccc(NC(=O)c2cc(=O)[nH]c(=O)[nH]2)c1	0.0	10	3	8	5	3	-0.6	4	-1	96
Cc1c(NC(=O)c2cccc(NS(C)(=O)=O)c2)c(=O)n(-c2ccccc2)n1C	-0.1	7	0	0	8	1	-0.4	0	-2	92
CCCNC(=O)C1(C)CCCN(C(=O)COc2ccc(Cl)cc2Cl)C1 (centres undefined)	0.1	22	-1	3	-1	4	-1.9	10	-6	97
COCCCNC(=O)c1cc(S(=O)(=O)NCCCN2CCCC2=O)ccc1Cl	-0.1	1	-2	0	2	22	0.2	1	-14	96
O=C(Nc1ccc(COc2ccccc2)cc1)Nc1cccc(C(=O)O)c1	-0.1	-3	2	-4	-3	-3	-0.6	0	-4	95
O=C(c1cncc(Br)c1)N1CCc2ccccc2C1	1.2	-2	-10	0	-2	-11	-0.1	1	16	92
Cc1nc(Br)c(Br)c(C)c1Br	0.6	-10	1	2	7	-2	0.4	-18	-4	92
O=C(Nc1cccc(S(=O)(=O)N2CCCC2)c1)c1cc(-c2ccccn2)nc2ccccc12	-0.7	-2	0	-5	38	-5	-0.9	-1	-2	89
Cc1c(C(c2cc(O)ccc2O)c2c(C)n(C)n(-c3ccccc3)c2=O)c(=O)n(-c2ccccc2)n1C	-0.1	-3	2	3	4	-5	-0.6	1	-21	98
CCCCN(C)c1c(C)nc2ccc(C(=O)NCc3ccc4c(c3)OCO4)cn12	-0.1	60*	1	-4	-5	0	-1.7	-6	-5	101
Cc1cc(C)n(CC(=O)NNC(=O)CCCOc2ccc(Cl)c(C)c2)n1	0.4	4	3	7	4	.	0.3	-8	-2	95
O=C(COc1ccc(/C=N/NC(=O)c2ccc(O)cc2)cc1)Nc1ccc([N+](=O)[O-])cc1	0.0	2	-4	-1	7	-6	6.3	-6	-5	97
CCC1CN(C(=O)NCc2cccc(OC)c2)c2ccccc2O1 (centres undefined)	-0.1	3	-1	5	0	-2	-0.5	2	-18	98
CCCCc1ccc(NC(=O)CC(C)C)cc1	0.0	8	-1	0	-16	19	-0.1	10	-16	104
COC(=O)c1ccc(C(=O)N2CCCC(C)(C(=O)NS(=O)(=O)C3CC3)C2)cc1 (centres undefined)	0.0	-7	3	0	1	-1	-2.4	0	-6	93
COC(=O)C1C(O)=C(C=Nc2ccc3ccccc3c2)C(=O)CC1(C)C (centres undefined)	0.2	-2	0	2	2	0	-0.5	5	7	99
O=C(c1cc2c(ccc3ccccc32)oc1=O)N1CCCC1	-0.3	-2	2	5	-5	-5	0.4	10	-4	96
CCN(c1ccccc1)S(=O)(=O)c1ccc(OCC(=O)Nc2cc(C)on2)cc1	0.2	-2	3	-1	-7	1	-1.0	-4	-5	99
CC(C)(C)NC(=O)c1ccc2c(c1)N(CC(=O)N1CCN(c3ccccc3F)CC1)C(=O)C(C)(C)O2	0.1	-4	0	-3	12	26	-0.4	5	-4	93
CCNC(=O)C1(C)CCCN(C(=O)COCc2ccccc2)C1 (centres undefined)	-0.1	-10	-4	2	2	.	1.9	9	-5	87
CC(=O)N(C(C)=O)c1nc2nc(C)cc(C)n2n1	1.1	-4	2	5	6	-9	0.4	-3	-3	98
O=C(CCS(=O)(=O)c1ccccc1)Nc1ccc(N2CCOCC2)cc1	-0.4	0	-2	1	2	-1	0.1	4	-3	94
C=CCNC(=O)c1onc(CSc2ccncc2)c1C(=O)NCC=C	0.1	-1	1	-1	4	1	0.2	0	-7	101
O=C(CCCC(=O)c1ccccc1)Nc1ccc(O)cc1	0.2	-8	0	8	2	-6	0.2	8	-4	96
Cc1ccc(NC(=O)COC(=O)Cn2cnc3ccccc32)c(C)c1	-0.1	1	1	-1	-3	16	-2.8	-6	-10	101
CNC(=O)CCSSCCC(=O)NC	0.4	1	1	-3	0	-1	-0.1	-1	-18	102
COc1ccc(S(=O)(=O)NCC2CCCN(C(=O)CN3CCCCC3)C2)cc1 (centres undefined)	-0.3	-1	0	1	5	-7	1.7	2	-4	93
O=C(O)/C=C/c1ccc(S(=O)(=O)N2CCCCCC2)cc1	0.2	1	-1	5	2	.	-1.4	-4	-5	97
COCCN(Cc1cc2cc(C)ccc2n2nnnc12)C(=S)Nc1ccc(C)cc1	0.2	-4	3	-2	-7	6	-0.2	-1	2	88
COc1cc(OC)c2c(c1)S(=O)(=O)C(c1ccccc1)=C2N	-0.2	-6	2	3	-9	-8	-1.3	4	-2	96
CNc1nc(Oc2ccc3sc(C)nc3c2)c2sccc2n1	0.4	-1	-3	1	-6	-5	-2.5	-6	-6	97
COc1ccc(CC(=O)NNC(=O)c2nn(Cc3ccccc3)c(=O)c3ccccc23)cc1OC	-0.1	1	2	-5	4	2	-0.7	-6	4	95
O=C(NCc1ccc2c(c1)OCO2)c1ccc(Br)o1	-0.1	-5	2	-3	2	2	-0.4	-4	-20	94
COc1ccc(CCNC(=O)CS(=O)Cc2nc(-c3ccccc3Cl)oc2C)cc1OC (centres undefined)	-0.3	3	2	-6	-1	-16	0.6	4	-7	99
CCOC(=O)c1sc(NS(=O)(=O)c2cc(C)ccc2C)nc1C	0.0	-2	3	3	4	6	1.9	0	-5	91
O=C(c1cccc(S(=O)(=O)Nc2cccc(C(F)(F)F)c2)c1)N1CCCCC1	-0.1	-5	-2	0	18	3	1.2	22	0	92
Cc1ccc2c(CN3CCCCC3)cc(=O)oc2c1	0.1	-3	-4	-4	-1	-1	-0.1	-6	-3	97
CC(=O)Nc1ccc2nc3c(=O)n(C)c(=O)n(C)c3nc2c1	-0.1	4	1	4	12	-7	-0.2	-4	-6	152
C=CCc1cccc(/C=N/NC(=O)C[n+]2ccccc2)c1O	0.0	-18	-6	-4	2	3	-0.6	-85	-5	98
CC1=C(C(=O)OC2CCCCC2)C(c2ccc(N(C)C)cc2)NC(=O)N1 (centres undefined)	-0.1	-1	-2	-2	-17	-3	0.7	-3	-8	109
CCC(C)NCCOCCOc1ccc(Cl)c(C)c1C (centres undefined)	0.5	1	-1	-8	15	-5	-2.1	-2	-3	104
O=C(Nc1ccc(-c2nc3c(ccc4ccccc43)o2)cc1)c1ccco1	-0.1	0	1	6	6	-8	-1.2	-4	-6	95
CC(C)(C)OC(=O)CNC(=O)c1[nH]cnc1C(=O)NCC(=O)OCc1ccccc1	-0.5	-3	1	15*	105*	9	1.0	8	4	93
Cc1ccccc1NC(=O)C1Cc2ccccc2C(=O)O1 (centres undefined)	0.1	-7	0	-2	4	-3	1.6	5	4	103

No new results follow: 2 of the compounds above.
SMILES	aDG glyco act	Exocytosis inh	N-glyco inh	m5-HT2A agonist	H9c2 protect	Vif imaging	hiPSC survival	PDI turbidity	CaV13 FRET inh	ABCB6 inh 2
CNC(=O)CCSSCCC(=O)NC	0.4	1	1	-3	0	-1	-0.1	-1	-18	102
COc1ccc(S(=O)(=O)NCC2CCCN(C(=O)CN3CCCCC3)C2)cc1 (centres undefined)	-0.3	-1	0	1	5	-7	1.7	2	-4	93

The list goes on:
SMILES	aDG glyco act	Exocytosis inh	N-glyco inh	m5-HT2A agonist	H9c2 protect	Vif imaging	hiPSC survival	PDI turbidity	CaV13 FRET inh	ABCB6 inh 2
O=C(Nc1nc2ccccc2n1CCN1CCCC1)c1ccc(Cl)cc1	-0.3	0	2	-6	45	4	0.0	-2	.	87
O=C(NCc1ccccc1)NC(=O)c1ccncc1	0.2	-1	1	-1	3	.	-0.1	-5	.	97
COC(=O)CNC(=O)Cc1c(F)cccc1Cl	0.0	-2	2	11	3	-5	0.3	7	-8	99
Cc1c(C(=O)NCc2ccc(C(F)(F)F)cc2)sc(=O)n1Cc1ccc(S(=O)(=O)N(C)C)cc1	0.1	13	-4	3	-7	-20	-1.6	-1	-5	93
CCSc1nnc(NC(=O)C2CCCCC2C(=O)O)s1 (centres undefined)	0.0	-3	4	2	9	1	1.0	-8	-5	98
CC(C)Cn1c(CN(Cc2ccccc2)Cc2ccccc2)nc2c1c(=O)n(C)c(=O)n2C	0.2	4	-3	-1	2	-14	2.2	.	-7	?
CCC(=O)/C=C1/Sc2ccc(OC)cc2N1CC	-0.2	0	-1	1	-9	-1	-0.7	-1	-7	97
O=C(c1ccccc1)c1cccn1CC(=O)N1CCN(C2CCCCC2)CC1	-0.2	10	-1	0	2	2	4.4	20	-6	93
O=C(CCC(=O)N1CCOCC1)Nc1nnc(C2CCCCC2)s1	0.0	-2	0	5	7	-2	-1.6	-5	-8	98
O=C(Nc1cc(Cl)ccc1-n1cncn1)c1ccc(F)c(S(=O)(=O)N2CCOCC2)c1	0.2	-3	4	4	5	10	-0.4	20	-2	95
